Screening results as filed in PubChem BioAssay.
H9c2 TAG inh – inhibitors of triacylglycerol accumulation, primary screen, cell-based, uHTS, fluorescence, H9c2; H9c2 cells, Nile Red lipid (TAG) fluorescence; cells loaded with 200 µM oleic acid; inhibition, % at 12.5 µM; 230,000 tested, 0.66% active; AID 651582, 2012;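 active = pattern-corrected inhibition of lipid staining of at least 50% with the nuclear-stain viability signal not falling by more than 50%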;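 also: 0% = DMSO wells and 100% = triacsin C control wells; some results filed as inactive read as strong as hits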
H9c2 TAG inh DAPI viability – recorded beside H9c2 TAG inh, whose call it bears; DAPI nuclei signal change (viability), lower = more cytotoxic, %;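 whole-well DAPI fluorescence read on a plate reader as a viability signal; minus 50 percent equals half of cells still viable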
Active calls of the source: *. These rows are one share of the data; rates above refer to the full screens.

A first look (2 entries):
SMILES | H9c2 TAG inh | H9c2 TAG inh DAPI viability
Cc1onc(-c2ccccc2)c1NC(=O)Nc1c(-c2ccccc2)noc1C | 6.9 | -1.5
c1ccc(-c2nnc3n2-c2ccccc2SC3)cc1 | 5.0 | -5.4

All compounds of this part, repeating the preview:
SMILES | H9c2 TAG inh | H9c2 TAG inh DAPI viability
Cc1onc(-c2ccccc2)c1NC(=O)Nc1c(-c2ccccc2)noc1C | 6.9 | -1.5
c1ccc(-c2nnc3n2-c2ccccc2SC3)cc1 | 5.0 | -5.4
COc1ccc2sc(-c3ccc(S(C)(=O)=O)cc3)c(C(=O)NCCCN3CCCC3=O)c2c1 | 12.2 | -2.7
O=Cc1ccc(Oc2ccc(F)cc2)nc1 | -6.0 | 3.0
CCCCNC(=O)C1(C)CCCCN1C(=O)c1ccc(C)c(F)c1 (stereo not given) | 7.6 | 1.8
CC(=O)Nc1ccccc1N(CC(O)Cn1c2ccccc2c2ccccc21)S(=O)(=O)c1ccc(C)cc1 (stereo not given) | 8.9 | 3.6
CC(Cc1ccccc1)=NNc1ccc([N+](=O)[O-])cc1[N+](=O)[O-] | -23.1 | 1.0
COc1ccccc1OCC(=O)Nc1cc(C(F)(F)F)ccc1-n1cncn1 | -5.1 | 6.3
CCNC(=O)C12CCC(C)(c3nc4cc(C)c(C)cc4nc31)C2(C)C (stereo not given) | 9.1 | 5.8
CCN(C1CCCCC1)S(=O)(=O)c1cc(C)ccc1OC | -3.0 | 12.6
C/C(N)=C(/C#N)C(=O)COC(=O)c1ccccc1C(=O)c1ccc(C)cc1 | 7.6 | -1.7
C=C(C)Cn1c(SCC(=O)O)nnc1-c1ccc(OC)cc1 | 5.0 | -8.8
N#CC1=C(N)Oc2cc3ccccc3cc2C1c1cccnc1 (stereo not given) | 13.7 | -9.8
Cc1nc2sc(C(c3cccs3)N3CCN(C(=O)c4ccco4)CC3)c(O)n2n1 (stereo not given) | 10.0 | -3.7
COc1ccc2c(C(F)(F)F)cc(=O)oc2c1C | -14.9 | 3.8
O=C(c1ccc2c(c1)C(=O)N(Cc1ccco1)C2O)N1CCOCC1 (stereo not given) | 4.5 | -3.3
Cc1nc2ccc(NC(=O)c3c(-c4ccccc4)noc3C)cc2s1 | 1.4 | 0.9
CC(=O)C1=C(O)C(=O)N(CCc2c[nH]c3ccccc23)C1c1ccc(C)cc1 (stereo not given) | -6.0 | -0.4
CCCS(=O)(=O)c1ccc(COC(=O)c2cccc(NC(=O)C(C)C)c2)cc1 | -0.2 | 15.5
Cc1c(N/N=C(\C#N)C(=O)c2ccc(Cl)cc2)c(=O)n(-c2ccccc2)n1C | -22.1 | -1.7
CC(C)(C)c1ccc(S(=O)(=O)N(CCCN2CCOCC2)Cc2cccs2)cc1 | -0.5 | 12.8
COC(=O)CNC(=O)C12CC3(C)CC(C)(CC(C)(C3)C1)C2 | 4.4 | -1.5
CNC(=S)N/N=C/c1ccc(N(C)C)cc1 | 0.5 | 16.6
O=C(CCN=C1NS(=O)(=O)c2ccccc21)OCc1nnc(-c2ccccc2)o1 | 8.3 | -4.2
CCOC(=O)/C(=C/C=C1\Sc2ccccc2N1CC)C(C)=O | -14.2 | -16.1
NC(=O)c1c(NC(=O)COC(=O)CSc2nnc(-c3ccc(Cl)cc3)o2)sc2c1CCC2 | 5.1 | -1.9
CCCCN(CCCC)S(=O)(=O)c1ccc(C(=O)Nc2nnc(COC)o2)cc1 | -7.6 | 8.1
CCCN(CCC)C(=O)CSc1nc2n[nH]c(C)c2c(=N)n1-c1ccc(OCC)cc1 | 9.4 | -11.6
CC(=O)c1cccc(NC(=O)c2ccc(NC(=O)CC3SC(N4CCCCC4)=NC3=O)cc2)c1 (stereo not given) | 6.8 | 3.9
C=CCn1c(=S)[nH]c2cc(C(=O)NCCc3ccc(S(N)(=O)=O)cc3)ccc2c1=O | -8.1 | 9.2
COC(=O)CSc1nc(C)c(C)c(C)c1C(N)=O | -4.6 | -3.9
CN(C)c1ccc(C(=O)c2ccc(O)cc2O)cc1 | -2.8 | 2.4
C[C@@H]1CN([C@@H](C)CO)C(=O)CCCn2nncc2CO[C@@H]1CN(C)S(=O)(=O)c1ccc(Cl)cc1 | -5.9 | -0.1
Cc1sc2ncn(C(C)C(=O)OC3CCCCC3)c(=O)c2c1C (stereo not given) | -14.5 | 3.9
O=C1NC(c2ccccc2Br)=N/C1=C\c1ccco1 | -4.6 | 4.7
COc1ccc(Br)c(Cn2c(C)c(C(=O)NCCC#N)sc2=O)c1 | -19.7 | 12.9
Cc1ccc2nc(-c3ccccc3)cc(C(=O)N3CC(C)OC(C)C3)c2c1 (stereo not given) | 6.3 | -2.5
CC(C)(C)NC(=S)NNC(=O)c1cccc(Br)c1 | -12.8 | 0.5
N/C(=N\OC(=O)c1ccc(Cl)cc1[N+](=O)[O-])c1cccnc1 | 3.6 | -2.0
COC(=O)C1=C(NC(=O)COc2ccc(Cl)cc2Cl)CCS1 | 3.1 | -6.9
CCCC1(CCC)NC(=O)NC1=O | -0.7 | 9.7
O=[N+]([O-])c1ccc2c(c1)nc1n2CCN(C2CCCCC2)C1 | 9.4 | 0.4
O=C(CNS(=O)(=O)c1ccccc1)Nc1ccc(F)cc1F | 6.9 | -2.8
CCOCCCNS(=O)(=O)c1ccc(Br)cc1 | -0.8 | -7.2
COc1ccc(N(Cc2ccccc2)C(=O)OC(C)(C)C)c(C(=O)N(C)OC)c1 | -3.1 | 2.3
O=c1c(N2CCOCC2)coc2ccccc12 | 4.2 | -5.7
CN(C(=O)c1cccc(NC(=O)Cc2cccc(NC(=O)C3CCCN(C(=O)C4CC4)C3)c2)c1)C1CC1 (stereo not given) | 2.0 | 7.0
CCOC(=O)Cc1nnc(NC(=O)C2CCCCC2)s1 | -11.9 | 3.4
CCOC(=O)c1ccc(Oc2nc(NC(C)(C)C)nc(N(C)C)n2)cc1 | 22.3 | 6.0
COc1cc(CN2CCNC(=O)C2CC(=O)N(C)Cc2ncc[nH]2)cc(OC)c1 (stereo not given) | 7.4 | -1.1
O=C1NC(c2cccs2)Nc2ccccc21 (stereo not given) | 7.8 | -15.5
Cc1ccccc1OCc1nc(-c2cccnc2)no1 | 4.1 | 0.9
Cc1ccc(C(=O)CCC2CCCC2=O)cc1 (stereo not given) | -4.7 | 4.5
COc1ccc(/C=N/Nc2nc(C)cc(=O)[nH]2)cc1OC | 2.4 | -2.7
CC(OC(=O)c1ccc(C#N)cc1)C(=O)Nc1ccc(Cl)cn1 (stereo not given) | 10.9 | -0.9
Cc1ccc(/C(O)=C2/C(=O)C(=O)N(CCN3CCOCC3)C2c2cccnc2)cc1 (stereo not given) | 1.6 | 1.7
Cc1ccc(S(=O)(=O)N(C)C[C@@H]2OCc3cnnn3CCCC(=O)N([C@H](C)CO)C[C@@H]2C)cc1 | 10.3 | 5.9
COCCCNC(=S)N1CCN(c2nc(-c3ccc(Cl)cc3)cs2)CC1 | -4.8 | 4.5
CCOc1cc(C#N)ccc1OCC(=O)N1CCN(C(=O)c2cccs2)CC1 | -0.3 | -10.5
COc1ccc(N2CCc3c(C)nc(SC)nc32)cc1 | -7.2 | 9.8
The results go on:
SMILES | H9c2 TAG inh | H9c2 TAG inh DAPI viability
O=C1C2C3C=CC(O3)C2C(=O)N1N=Cc1cccc2ccccc12 (stereo not given) | 22.3 | -5.9
O=C(CSc1nnc(CNC(=O)c2ccccc2)o1)c1ccccc1 | 8.5 | 10.8
COc1ccccc1NC(=O)CN(Cc1ccco1)C(=O)c1cc2ccccc2o1 | -11.7 | -4.4
CCOC(=O)C(C)Sc1nnc(Cc2cc(=O)[nH]c(=O)[nH]2)n1-c1ccc(OCC)cc1 (stereo not given) | 3.6 | 5.8
COCCCNC(=S)NNC(=O)C(O)(c1ccccc1)c1ccccc1 | -0.4 | 3.3
COc1ccc(-c2nnc(SCC(=O)NNC(=O)Cc3ccccc3)n2C)cc1OC | -14.3 | -3.6
COc1ccc(C(C)(C)C)cc1NC(=O)COC(=O)CN1C(=O)NC2(CCCCC2C)C1=O (stereo not given) | -0.9 | 2.4
COc1cccc(OC)c1-c1nnc(-c2cn(C)c3ccccc23)o1 | -8.5 | 40.0
CN(CC(=O)Nc1cccc(Cl)c1)C1=NS(=O)(=O)c2ccccc21 | 14.3 | 1.3
CC(C)CCN1CCN(Cc2cccs2)CC1CCO (stereo not given) | -14.0 | -5.5
O=c1c2cc(NC(=S)N3CCCCC3)ccc2nc2n1CCCCC2 | 3.1 | 9.4
CC(C)C(NS(=O)(=O)c1cccc2nsnc12)C(=O)NCc1ccco1 (stereo not given) | -1.5 | 1.4
Cc1cc2[nH]c(=O)c(=O)[nH]c2cc1S(=O)(=O)N1CCN(c2cccc(C)c2C)CC1 | -6.2 | -2.9
O=C1CC2(CCN(C(=O)c3ccc(F)cc3)CC2)Oc2ccccc21 | -3.9 | 3.9
Cc1cccc(NC(=S)N2CCN(S(C)(=O)=O)CC2)c1 | -17.3 | -0.8
CCOC(=O)c1ccc(NC(=S)N2CCC(C(N)=O)(N3CCCCC3)CC2)cc1 | 4.3 | -0.6
O=C(CN1C(=O)c2ccccc2C1=O)Nc1ccc(-c2nc3ccccc3o2)cc1 | 5.4 | -1.8
CC(=O)Nc1ccc(-c2csc(N/N=C\c3ccncc3)n2)cc1 | 28.1 | -1.6
O=C(OC1CCOC1=O)c1ccc(Cl)c(S(=O)(=O)N2CCOCC2)c1 (stereo not given) | -7.0 | 5.2
CSc1nc(S(=O)(=O)c2ccc(C)cc2)c(Cl)s1 | -26.3 | 7.0
Cc1noc(C)c1CSCC(=O)OCC(=O)N1CC(=O)Nc2ccccc21 | -9.3 | 2.3
Cc1noc(C)c1-c1nc(CS(=O)(=O)c2ccc(F)cc2)no1 | -2.5 | 2.1
CN(C)C=NC(=O)c1cc(C(=O)c2ccc(F)cc2)c[nH]1 | -1.0 | 2.1
COCc1cc(C)nc(OCC(=O)N/N=C/c2ccc(OC)c(OC)c2)c1C#N | 10.3 | -0.3
C/C(=N\NC(=O)C1(C)CC1(Br)Br)c1ccc(C)cc1C (stereo not given) | -5.3 | -5.1
CCOc1ccccc1CNn1cnnc1 | 20.2 | -15.5
C=CCn1c(SCc2nc3ccccc3c(=O)[nH]2)nc2ccccc2c1=O | -3.5 | 17.6
NC(=O)c1ccsc1NC(=O)COC(=O)Cc1ccccc1[N+](=O)[O-] | -14.3 | 27.2
COCCN(C(=O)COC(=O)c1ccco1)c1c(N)n(Cc2ccccc2)c(=O)[nH]c1=O | -3.5 | 5.0
CS(=O)(=O)N(CC(=O)NCCSCc1cccc(Cl)c1)c1ccc(F)cc1 | -4.0 | -0.3
COc1ccc(S(=O)(=O)NC2CC(=O)N(c3ccc(C)c(C)c3)C2)cc1C (stereo not given) | 5.4 | 0.2
CCOc1cnc(-c2c(-c3c(Cl)cccc3Cl)noc2C)o1 | 2.1 | -1.9
CC(C)c1nc(SCC(=O)N2CCCCC2)c2c(=O)n(C)c(=O)n(C)c2n1 | -5.3 | 7.0
COc1ccc(S(=O)(=O)N2CCOC2CNC(=O)C(=O)NCc2ccncc2)cc1OC (stereo not given) | -11.0 | -2.3
CC(=O)c1cc2c(cc1NC(=O)c1ccco1)OCCO2 | -0.7 | -2.4
O=C(c1ccc2c(c1)OCO2)N1CCN(c2ccccc2)CC1 | -20.7 | 11.1
Cc1[nH]c2ccccc2c1SCc1nnc(SCc2ccccc2)n1C | 3.8 | -6.9
CCNC(=O)NC(=O)COC(=O)CNC(=O)COc1ccccc1 | 13.6 | -2.0
N=C1C(c2ccccc2)=C(O)CN1c1cccc(S(=O)(=O)NCc2ccco2)c1 | -10.7 | 12.4
Cc1cccnc1NC(=O)CCCNC(=O)c1ccc(Cl)cc1 | 9.8 | -4.8

Complete entries, quoted from the list:
Cc1noc(C)c1-c1nc(CS(=O)(=O)c2ccc(F)cc2)no1 across the screens: H9c2 TAG inh: -2.5; H9c2 TAG inh DAPI viability: 2.1
O=C(c1ccc2c(c1)OCO2)N1CCN(c2ccccc2)CC1 across the screens: H9c2 TAG inh: -20.7; H9c2 TAG inh DAPI viability: 11.1

Other structures follow.
SMILES | H9c2 TAG inh | H9c2 TAG inh DAPI viability
COCCCn1c(=N)c(C(=O)NC2CCCCC2)cc2c(=O)n3ccccc3nc21 | 29.1 | 127.0
CC(=O)Oc1ccc(N2C(=O)C3C4C=CC(CO)(O4)C3C2=O)cc1 (stereo not given) | -10.5 | 7.0
COc1ccc(S(=O)(=O)N2CCN(C(=O)c3ccc(=O)[nH]n3)CC2)cc1OC | -15.0 | 1.5
CCCCN=C1CC(C)(C)CC(=O)/C1=C(/O)CCC | -3.8 | 4.2
O=C(CCc1ccc(S(=O)(=O)N2CCOCC2)cc1)N1CCc2ccccc2C1 | 8.2 | -4.4
CC(=O)Nc1ccc(S(=O)(=O)NCC2(N3CCOCC3)CCCCC2)cc1 | -10.7 | 5.8
Nc1ccc(C(=O)N2CCN(S(=O)(=O)c3ccc(Br)cc3)CC2)cc1[N+](=O)[O-] | -41.5 | -2.4
CCCCn1c(N)c(N(CC)C(=O)CSc2nnnn2-c2cc(C)ccc2C)c(=O)[nH]c1=O | 17.7 | -19.8
CSc1ccccc1NC(=O)c1ccccc1C | -42.9 | 3.1

Given field by field: part of the list above.
> COc1ccc(S(=O)(=O)N2CCN(C(=O)c3ccc(=O)[nH]n3)CC2)cc1OC
  H9c2 TAG inh = -15.0
  H9c2 TAG inh DAPI viability = 1.5
> CCCCN=C1CC(C)(C)CC(=O)/C1=C(/O)CCC
  H9c2 TAG inh = -3.8
  H9c2 TAG inh DAPI viability = 4.2
> CC(=O)Oc1ccc(N2C(=O)C3C4C=CC(CO)(O4)C3C2=O)cc1 (stereo not given)
  H9c2 TAG inh = -10.5
  H9c2 TAG inh DAPI viability = 7.0
> O=C(CCc1ccc(S(=O)(=O)N2CCOCC2)cc1)N1CCc2ccccc2C1
  H9c2 TAG inh = 8.2
  H9c2 TAG inh DAPI viability = -4.4
